From PubChem BioAssay
NR2E3 ag-1 = NR2E3 agonists in two-hybrid cells, primary screen, cell-based, luminescence, CHO-S, Gal4-NCOR/VP16-NR2E3; hit rate 0.35% among 360,000; luciferase; AID 602229, 2012; inhibition of corepressor binding, % at 3.98 µM;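 active means inhibition above the mean of all tested compounds plus 3 SD, cut at about 70% in these data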;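 further: 0% = DMSO with NR2E3 transfected cells and 100% = cells lacking NR2E3 construct; higher means lower luciferase signal from less NR2E3 corepressor binding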
Target sequence (Q9Y5X4 whole entry, looked up, the tested form may be a part): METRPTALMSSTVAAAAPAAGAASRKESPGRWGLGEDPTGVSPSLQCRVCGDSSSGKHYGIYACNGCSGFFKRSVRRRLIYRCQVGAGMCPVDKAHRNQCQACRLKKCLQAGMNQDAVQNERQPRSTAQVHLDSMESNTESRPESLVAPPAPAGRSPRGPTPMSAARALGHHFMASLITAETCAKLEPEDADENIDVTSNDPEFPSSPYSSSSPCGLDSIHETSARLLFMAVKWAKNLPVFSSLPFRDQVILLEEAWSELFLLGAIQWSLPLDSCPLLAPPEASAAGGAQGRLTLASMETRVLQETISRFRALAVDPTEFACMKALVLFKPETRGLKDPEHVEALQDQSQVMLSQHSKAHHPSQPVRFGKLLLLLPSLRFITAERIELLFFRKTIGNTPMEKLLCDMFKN
TWEAK-Fn14 inh = inhibitors of TWEAK-Fn14 signaling, primary screen, luciferase reporter cells, uHTS; inhibition, % at 10 µM; hit rate 2% among 360,000; AID 1159606, 2016; TWEAK-stimulated Fn14 reporter cells, luciferase luminescence, 8 h; in the data active means inhibition above about 50%
MITF TRPM1 inh = inhibitors of MITF-dependent TRPM1 promoter reporter, primary screen, cell-based, SK-MEL-5, single point, luciferase. SK-MEL-5 TRPM1 promoter luciferase, 24 h. inhibition, % at 12.5 µM. hit rate 0.83% among 330,000;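 active means mean inhibition across replicates of 60% or more, whatever share of single replicates reaches that level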; further: values of inactives mirror those of a sister screen read the other way
HIF-2a block = HIF-2a reporter inhibitors, primary screen, luminescence, 786-0 RCC cells | hit rate 0.72% among 360,000 | 786-0 RCC cells HIF-2a reporter, luciferase luminescence, overnight | AID 624352, 2012 | inhibition, % at 18.8 µM;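 active means inhibition of the luminescence signal of 40% or more relative to plate controls, in a single-dose primary screen at 18.75 µM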
aDG glyco act = activators of alpha-DG glycosylation, primary screen, uHTS, Pro5-aDG cells, AlphaScreen; alpha-DG glycosylation AlphaScreen (IIH6); 0% Pro5, 100% B10-LARGE cell signal; AID 624168, 2012; activation, % at 10 µM; hit rate 0.22% among 360,000;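 active means activation of at least 8% versus controls, or a plate z-score of at least 8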;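 further: Pro5 are CHO cells carrying HIG-tagged alpha-DG that lacks glycosylation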
CF NFkB inh = inhibitors of PAF-induced NF-kB signaling, primary screen, cell-based, GFP fluorescence, uHTS; AID 588850, 2011; inhibition, % at 5 µM; hit rate 0.86% among 360,000; KKLEB NF-kB-GFP reporter, GFP fluorescence overnight;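 active means at least 50% inhibition at 5 µM, scaled per plate between neutral and stimulator controls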;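 further: PAF is a Pseudomonas aeruginosa culture filtrate used as stimulus; plate controls were PAF-stimulated DMSO wells for no effect and unstimulated DMSO wells for full effect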
KKLEB cytotox = cytotoxicity in KKLEB CF airway cells, primary screen, cytotoxicity control for CF NF-kB inhibitor project, cell-based, uHTS, fluorescence assay plates | activity change (cytotoxicity), % at 5 µM | KKLEB CF airway cells viability, ATPlite luminescence, overnight; stronger effect = lower value; cells stimulated with P. aeruginosa culture filtrate | hit rate 0.36% among 360,000 | AID 602141, 2011;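 active means corrected activity change at or below -50% at 5 µM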
Shn3 inh set2 = reduction of Shn3 3'UTR firefly luciferase signal, primary screen, Schnurri-3 inhibitor project, cell-based, Clone20 osteoblasts, set 2. Clone20 osteoblast Shn3 3'UTR firefly luciferase, 24 h. inhibition, % at 12.5 µM. hit rate 0.52% among 360,000;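 active means mean inhibition of at least 75% with every replicate also reaching 75%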;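 further: 0% = median of neutral control wells and 100% = pilot-screen positive control compound; some compounds past the cut are filed as inactive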
hiPSC survival = enhancers of single-cell hiPSC survival, primary screen, ATPlite luminescence; 100% = ROCK inhibitor wells, 0% = DMSO; survival enhancement, % at 20 µM; hit rate 0.044% among 360,000; AID 602274, 2012; in the data active means survival enhancement above about 18%;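 further: cells exposed to compounds for 16 hours before the ATP read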
NR2E3 ag-2 = inhibitors of NR2E3-RetCOR corepressor binding, primary screen, NR2E3 agonist project, biochemical, TR-FRET, GST-NR2E3, biotin-RetCOR; Photoreceptor-specific nuclear receptor (Homo sapiens), Q9Y5X4; 1536-well; inhibition of corepressor binding, % at 4.78 µM; hit rate 0.12% among 320,000; AID 2300, 2010;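 active means percent inhibition above the cutoff of mean plus 3 SD of all tested compounds, set per screening campaign, cut at about 20% in these data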;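 further: 0% = DMSO wells and 100% = biotin wells as full block of FRET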
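Material: NR2E3–RetCOR corepressor complex | Quantity: 1.35 nM GST-tagged NR2E3 final | Schedule: 5 h at 4 °C | Replication: Singlicate compound wells | Reagent: RetCOR corepressor, biotinylated, 7 nM | Controls: Biotin wells as high control, 0.6% DMSO wells as low control | Signal: TR-FRET, Eu(K)-anti-GST donor, streptavidin-D2 acceptor, ex 340, em 617/671 nm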
Peg3 prom inh = Peg3 promoter-driven luciferase inhibitors, primary screen, cell-based, HeLa, luciferase luminescence. hit rate 1.7% among 360,000. AID 588405, 2011. inhibition, % at 20 µM. HeLa PEG-Prom luciferase reporter, overnight;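 active means inhibition of at least 50% at 20 µM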
* marks the source's active call; other numbers are inactive results; nt = not tested or not shown.

structure,NR2E3 ag-1,TWEAK-Fn14 inh,MITF TRPM1 inh,HIF-2a block,aDG glyco act,CF NFkB inh,KKLEB cytotox,Shn3 inh set2,hiPSC survival,NR2E3 ag-2,Peg3 prom inh
Cc1nc(C)n(C(C)CNS(=O)(=O)c2ccc(Cl)cc2)n1 (centres undefined),-4,7,1,18,0.2,2,-6,-3,-0.3,-1,12
COc1cccc(C(=O)NCC(=O)OCC(=O)Nc2cc(OC)c([N+](=O)[O-])cc2C)c1,11,-6,19,11,-0.1,2,9,1,-1.2,-5,4
C=CCNC(=O)[C@@H]1CSC2c3ccc(OC)c(OC)c3C(=O)N21 (some centres undefined),3,-12,-2,13,0.0,-16,5,-26,0.5,2,11
CC1(C(=O)Nc2nnc(SCc3ccccc3)s2)Cc2ccccc2C(=O)O1 (centres undefined),43,34,-6,-1,-0.3,-9,-1,-5,-2.2,1,-6
CCOC(=O)C1C(=O)CC(C)(O)C(C(=O)OCC)C1c1ccc([N+](=O)[O-])cc1 (centres undefined),-26,-37,-1,13,0.0,7,-5,6,-0.4,5,14
CC(C)(C)OC(=O)N1CCC(c2c(C(=O)N3CCN(C(=O)c4ccco4)CC3)cnn2-c2ccc(F)cc2)CC1,-7,5,0,1,-0.3,-2,6,-10,-0.5,0,7
O=C(COC(=O)C1CCCC1)NCc1ccc(Cl)cc1,19,-3,14,11,0.0,9,9,-5,1.2,-2,-4
CCOC(=O)c1c(C)[nH]c(C)c1C(=O)COC(=O)/C=C/c1ccccc1[N+](=O)[O-],15,0,15,1,0.1,-9,9,22,-0.1,nt,3
CN(C)c1cc(-c2ccc([N+](=O)[O-])cc2)oc(=O)c1Cl,-2,-1,-6,-1,0.0,-7,2,-19,0.2,-4,-8
COc1ccc(C2C(C#N)=C(N)Oc3cc(N)ccc32)cc1OC (centres undefined),-19,16,15,6,-0.3,5,7,12,1.6,2,11
O=C(CN1C(=O)C2(OCCCO2)c2ccccc21)NCCc1ccccc1,-24,-16,15,10,0.0,-8,14,-1,8.3,0,10
Nc1nc(NCCOCCO)nc(N2CCCCCC2)c1[N+](=O)[O-],-16,-7,1,1,-0.1,3,2,5,-0.5,nt,0
O=C(OCC(=O)N1CCCc2ccccc21)c1ccc(S(=O)(=O)C(F)F)cc1,-15,-1,3,4,-0.4,19,-12,-24,2.9,3,3
COCCNC(=O)c1cc(-c2ccc(-c3ccccc3)cc2)nc2ccccc12,-80,-75,-47,-282,0.1,-30,-1,21,-0.6,4,-216
CCN(CC)S(=O)(=O)c1ccc(N(C)C)c(NC(=O)CC(NC(C)=O)c2ccccc2)c1 (centres undefined),-18,23,-6,13,-0.4,-19,-5,-2,-0.5,1,14

More records follow:
structure,NR2E3 ag-1,TWEAK-Fn14 inh,MITF TRPM1 inh,HIF-2a block,aDG glyco act,CF NFkB inh,KKLEB cytotox,Shn3 inh set2,hiPSC survival,NR2E3 ag-2,Peg3 prom inh
COc1cc(NC(=O)c2oc3ccccc3c2C)ccc1NC(=O)c1ccco1,-35,33,-12,-103,-0.3,12,-7,6,-0.4,3,1
COC(=O)c1ccc(SC)cn1,-47,-7,10,-1,-0.4,-2,13,-4,1.0,0,4
CC#CC(=O)N1CCC(n2nccc2NC(=O)CCc2ccccc2)CC1,-16,-20,nt,4,-0.2,7,13,14,0.2,nt,-15
Cc1ccc(C)c(CSc2ccc3nnc(-c4ccccn4)n3n2)c1,-3,-4,-2,23,0.2,5,-5,22,1.2,8,27
N#CC(C(N)=O)=C1CCCCC1,-39,1,6,8,-0.1,-22,10,-4,-0.8,0,9
CC(C)(C)c1cc(C(=O)C[n+]2ccc(C(=O)NCCCO)cc2)cc(C(C)(C)C)c1O,6,4,-4,12,0.0,-3,3,5,-0.5,2,5
COCCN(CC(=O)Oc1ccccc1P(=O)(OC)OC)Cc1ccccc1,-21,-6,nt,14,0.0,-3,-4,16,-0.8,0,8
COc1cccc(NC(=O)N2CCC(N3CCCCC3)CC2)c1,14,-8,2,-4,-0.1,1,-12,-10,1.5,0,4
CCc1ccc(NC(=O)COc2coc(CN3CCN(c4ccccc4)CC3)cc2=O)cc1,6,-13,10,-8,0.5,14,-12,20,-0.4,1,2
COc1cc(C(=O)N2CCCCC2c2cc(C(=O)Nc3ccccc3)no2)cc(OC)c1C (centres undefined),-15,12,nt,7,0.2,-4,3,1,-0.1,nt,8
Cc1cc(Br)c2c(c1)/C(=C/C(=O)c1cccs1)C(=O)N2,-27,14,51,24,0.3,33,-1,97*,0.6,-6,69*
O=C(N/N=C\c1cccs1)c1sccc1-n1cccc1,-37,0,0,-33,0.1,-14,9,-13,-1.6,-3,-2
COc1ccc(NC(=O)C(Cc2ccccc2)n2cccc2)c(OC)c1 (centres undefined),-5,-18,4,17,-0.1,-10,-3,8,0.3,1,7
CC(C)CNC(=O)[C@@H]1CSC2c3ccccc3C(=O)N21 (some centres undefined),-1,2,3,7,0.0,-2,-4,-5,-0.6,nt,7
C#CCNC(=O)C1=C[C@H](c2ccc(C(F)(F)F)cc2)C[C@H](OCCCCO)O1,-17,4,-3,-18,0.0,4,-6,-24,0.8,-1,-19

Later entries.
structure,NR2E3 ag-1,TWEAK-Fn14 inh,MITF TRPM1 inh,HIF-2a block,aDG glyco act,CF NFkB inh,KKLEB cytotox,Shn3 inh set2,hiPSC survival,NR2E3 ag-2,Peg3 prom inh
C=CCn1cccc(C(=O)Nc2ccc(C)c(C)c2)c1=O,-172,-6,-64,-356,-0.1,-8,3,-27,0.7,0,-276
CC(C)(C)Cc1nnc(NC(=O)Cc2cccs2)s1,-8,-2,0,-41,-0.2,-5,11,-18,-0.2,3,-8
C[C@@H]1CN([C@H](C)CO)C(=O)c2cc(Br)cnc2O[C@@H]1CN(C)C(=O)Nc1cccc(F)c1,12,22,nt,-7,0.0,-14,0,-13,-0.8,nt,12
CC1(C)C2CC=C(/C=N/NC(=O)c3ccccc3O)C1C2 (centres undefined),-16,-22,1,-17,0.2,20,-5,1,3.9,3,-8
Cn1cc(CN2CCC(C(=O)N3CCCCC3)CC2)c(-c2ccccc2F)n1,21,24,-3,15,0.9,-15,-5,7,-0.5,0,-2
CCOc1cc(C=O)ccc1OCc1cc(=O)n2cc(C)ccc2n1,-10,-4,0,15,0.3,3,-12,-23,0.3,-2,8
CCc1ccc(NC(=O)C2CCN(S(=O)(=O)c3ccc4[nH]c(=O)ccc4c3)CC2)cc1,-22,-7,-3,7,0.2,-32,6,1,-2.3,-3,6
CC1(C(=O)NS(=O)(=O)Cc2ccccc2C(F)(F)F)CCN1C(=O)c1cccc(F)c1 (centres undefined),20,-36,nt,12,0.0,10,-3,10,-0.2,nt,1
O=C(c1cn(-c2ccccc2)nc1-c1cccnc1)N1CCN(S(=O)(=O)c2ccccc2F)CC1,10,-14,3,9,-0.2,-8,11,2,1.1,-1,6
Nc1c(NC2CCCCC2)c2ccccc2oc1=O,-23,18,6,1,-0.1,6,2,-8,0.9,-1,12
Cc1cccnc1NC(=O)CCNC(=O)c1ccc(Cl)cc1,-24,9,10,12,-0.1,6,-12,2,1.3,7,0
COc1ccc(CC(NC(C)=O)C(=O)NC2CCN(C(=O)c3cc(OC)c(OC)c(OC)c3)CC2)cc1 (centres undefined),-40,16,11,15,-0.1,-1,0,6,1.1,3,-1
O=C(CCn1cccc(C(F)(F)F)c1=O)Nc1cccc(C(F)(F)F)c1,-16,-4,nt,0,-0.1,-9,-3,9,-0.7,4,4
Cc1ccccc1C(=O)N/N=C1\SCC(=O)N1Cc1ccco1,-12,-27,2,5,0.0,-1,-3,1,-3.2,-2,3
O=C(OCN1C(=O)c2ccccc2C1=O)c1cc(S(=O)(=O)N2CCOCC2)ccc1F,6,-22,3,-7,-0.3,-27,8,-7,-0.6,nt,10

As a working copy, some entries already given:
structure,NR2E3 ag-1,TWEAK-Fn14 inh,MITF TRPM1 inh,HIF-2a block,aDG glyco act,CF NFkB inh,KKLEB cytotox,Shn3 inh set2,hiPSC survival,NR2E3 ag-2,Peg3 prom inh
C=CCn1cccc(C(=O)Nc2ccc(C)c(C)c2)c1=O,-172,-6,-64,-356,-0.1,-8,3,-27,0.7,0,-276
CC(C)(C)Cc1nnc(NC(=O)Cc2cccs2)s1,-8,-2,0,-41,-0.2,-5,11,-18,-0.2,3,-8

Further results follow.
structure,NR2E3 ag-1,TWEAK-Fn14 inh,MITF TRPM1 inh,HIF-2a block,aDG glyco act,CF NFkB inh,KKLEB cytotox,Shn3 inh set2,hiPSC survival,NR2E3 ag-2,Peg3 prom inh
COc1cc(C(c2c(C)[nH][nH]c2=O)c2c(C)[nH][nH]c2=O)cc(OC)c1OC,4,0,13,11,0.3,-23,14,69,-1.6,1,13
O=C(COC(=O)c1cncc(Br)c1)NCc1ccccc1Cl,-1,7,1,17,-0.1,-4,8,27,1.6,1,16
O=C(c1ccco1)N1CCN(S(=O)(=O)c2ccc(S(=O)(=O)NC3CCCCC3)cc2)CC1,-42,0,14,8,0.3,3,1,13,0.7,2,15
O=C(Nc1nn[nH]n1)c1cccc([N+](=O)[O-])c1,-13,-14,5,13,0.4,-2,5,0,-0.1,-1,10
O=C1NN=COc2ccccc21,-35,22,20,5,0.1,-12,2,9,0.1,0,1
O=C(CSc1nc2scc(-c3ccccc3)c2c(=O)[nH]1)Nc1ccccc1,-17,12,0,4,0.2,-11,1,-8,1.0,4,43
CC1CCN(CCOc2ccc(OCc3ccccc3)cc2)CC1,11,-10,-53,-94,0.4,-7,-5,-28,2.6,-1,-76
Cn1cc(C(=O)N/N=C/c2cccs2)c2ccccc21,-74,-11,-20,-147,-0.1,-24,32,-38,-1.5,-5,-161
COc1ccc(C(=O)CC(=O)C(=O)Nc2ccccc2C(F)(F)F)cc1,13,18,18,-14,0.1,-6,-10,15,0.3,1,2
O=CNc1cc(-c2ccsc2)cn2c(-c3ccccc3)cnc12,-29,11,nt,-55,0.1,-18,-12,-5,-1.6,nt,5
COc1ccc2c(c1)[n+](=O)c(C(C)=O)c(C)n2[O-],-18,9,1,18,-0.3,31,-16,-1,-3.5,-1,0
COc1ccc(C(=O)NCCc2c[nH]c3ccccc23)cc1,-107,-14,-58,-302,0.1,-8,-4,-124,-0.2,0,-286
O=C(N/N=C/c1coc2ccccc2c1=O)c1cn(-c2ccccc2)nc1-c1ccc(F)cc1,-19,-1,19,8,-0.3,-2,-5,-4,-0.7,-3,7
O=C(Nc1ccc(Cl)cc1)C1CCN(C(=O)NC2CCCCC2)CC1,12,-14,7,11,0.1,4,2,16,4.0,3,21
